Source: PubChem BioAssay
KB-V1 MDR tox = qHTS assay for MDR1-selective chemotherapeutics: Primary screen using the drug-selected MDR subline cells KB-V1 | Potency, µM (titrated, usually from 46.1 µM), inactives show at the top dose activity change, negative = cytotoxicity, actives largely listed as cytotoxic | AID 1347076, 2019 | 400,000 compounds, 3.4% hits | KB-V1 MDR cells viability, CellTiter-Glo, 72 h; note: % is set by controls: 0 for no effect and ±100 for the full control effect; nearly all actives have a fitted effect of over 60% in size
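Drug-selected KB-V1 cells, grown in DMEM lacking phenol red with 10% FBS, receive compound titrations; after three days at 37 degrees C, surviving cell ATP is quantified by CellTiter-Glo luminescence and responses normalized and curve-fitted.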
HT1080 IDH1KD tx = qHTS for induction of synthetic lethality in tumor cells producing 2HG: qHTS for the HT-1080-IDH1KD cell line. HT-1080 IDH1 knockdown viability, ATP luminescence, 48 h. Potency, µM (series often up to 46.1 µM), without a hit: at the highest dose activity, negative = toxicity, hits mostly cytotoxic. 360,000 compounds, 2% hits. AID 686971, 2013;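 note: 0% = DMSO wells and -100% = cell-free medium wells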
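After a 2 h attachment period, IDH1KD HT-1080 cells took pin-transferred compound for 48 h at 37 °C; ATP-based luminescence after 10 min room-temperature reagent incubation reported viability.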
HT1080NT lethal = qHTS for induction of synthetic lethality in tumor cells producing 2HG: qHTS for the HT-1080-NT fibrosarcoma cell line; HT-1080-NT fibrosarcoma viability, CellTiter-Glo ATP luminescence, 48 h; Potency, µM (highest dose often 46.1 µM), without a hit: top-dose activity, negative = less viability, most hits filed as cytotoxic; 360,000 compounds, 1.6% hits; AID 686970, 2013;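 note: NT is the 2HG producing partner of a matched IDH1 knockdown line; 0% = DMSO-treated cells and -100% = media-only wells without cells; nearly all actives have a fitted effect of over 55% in size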
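Luminescent CellTiter-Glo readout after 48 hours of compound exposure at 37 degrees C defined viability of HT-1080-NT cells. Activity was normalized to DMSO wells and cell-free media wells; concentration-response curves were fitted and assigned curve classes.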
SW480 rerep = A quantitative high throughput screen for small molecules that induce DNA re-replication in SW480 colon adenocarcinoma cells; SW480 DNA re-replication, Hoechst DNA content imaging, 48 h; Potency, µM (top dose mostly 46.1 µM), without a hit: top-dose re-replication activation, hits mostly activators; 340,000 compounds, 1.8% hits; AID 624297, 2012; note: % of control where 0% means no effect; nearly all actives have a fitted effect of over 55% in size
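SW480 cells exposed to compounds for 48 hr at 37 C, 5% CO2, then Hoechst-stained 40 min. Nuclear DNA content imaged by fluorescence scanning (405 nm excitation, 500-530 nm emission); re-replication scored as increased high-intensity nuclei.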
GLP-1R inv ag = qHTS of GLP-1 Receptor Inverse Agonists (Inhibition Mode). Glucagon-like peptide 1 receptor (Homo sapiens), P43220. HEK293 GLP-1R CRE-luciferase, luminescence, 24 h; GLP-1R form is constitutively active. Potency, µM (highest dose often 38.3 µM), for the others: top-dose activity change, negative = inhibition, actives largely listed as inhibitors. 410,000 compounds, 1.6% hits. AID 624417, 2012; note: % is set by controls: 0 for no effect and ±100 for the full control effect; nearly all actives have a fitted effect of over 55% in size
Target sequence (P43220 whole entry, looked up): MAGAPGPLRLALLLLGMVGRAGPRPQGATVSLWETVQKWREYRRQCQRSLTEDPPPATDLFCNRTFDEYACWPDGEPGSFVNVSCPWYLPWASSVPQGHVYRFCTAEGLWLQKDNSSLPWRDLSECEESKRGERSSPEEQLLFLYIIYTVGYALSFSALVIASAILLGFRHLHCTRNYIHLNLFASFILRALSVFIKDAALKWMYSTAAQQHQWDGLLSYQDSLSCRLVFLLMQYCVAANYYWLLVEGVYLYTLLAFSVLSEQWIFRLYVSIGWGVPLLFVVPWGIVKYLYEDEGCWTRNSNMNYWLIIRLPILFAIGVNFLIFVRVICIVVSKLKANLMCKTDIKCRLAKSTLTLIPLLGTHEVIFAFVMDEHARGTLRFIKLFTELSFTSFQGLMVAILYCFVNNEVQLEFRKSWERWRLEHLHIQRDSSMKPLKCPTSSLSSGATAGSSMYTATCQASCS
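Seeding at 200 cells/uL, 12 h culture, 24 hr compound treatment, then luciferase reagent and a luminescence read; cells are HEK293 stably expressing a constitutively active GLP-1R plus cAMP-responsive luciferase.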
TDP-43 yeast inh = qHTS of TDP-43 Inhibitors | TDP-43 expressing yeast growth rescue, BacTiter-Glo, 24 h | Potency, µM (top dose mostly 46.1 µM), inactives show at the highest dose growth rescue (activation), hits mostly activators | 410,000 compounds, 1.8% hits | AID 652104, 2013; note: % of control where 0% means no effect; nearly all actives have a fitted effect of over 50% in size
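Cell-based yeast growth screen: TDP-43 expression induced in galactose, inoculum OD600=0.02 after raffinose pregrowth to mid-log. Read-out BacTiter-Glo luminescence at 24 hr, 30 deg C; inhibition of toxicity seen as signal increase.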
KB-3-1 cytotox = qHTS assay for MDR1-selective chemotherapeutics: Primary screen using the parental adenocarcinoma cell KB-3-1; KB-3-1 viability, CellTiter-Glo ATP luminescence, 72 h; Potency, µM (top dose mostly 46.1 µM), inactives show at the highest dose activity change, negative = cytotoxic, most hits filed as cytotoxic; 400,000 compounds, 1.4% hits; AID 1347075, 2019; note: % is set by controls: 0 for no effect and ±100 for the full control effect; nearly all actives have a fitted effect of over 60% in size
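Cytotoxicity measured as CellTiter-Glo luminescence after 72 h at 37 C. Compound titrations were pinned onto drug-naive KB-3-1 parental adenocarcinoma cells grown in DMEM with 10% FBS, and normalized data fitted to concentration-response curves.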
HEK293 tox = qHTS of GLP-1 Receptor Inverse Agonists: Cytotox Screen; HEK293 cAMP-luciferase reporter cells, luminescence, 24 h; Potency, µM (doses to about 38.3 µM), without a hit: at the top dose activity change, negative = inhibition, usual class: inhibitors; 410,000 compounds, 0.13% hits;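 note: loss of luciferase light is scored as toxicity; % is set by controls: 0 for no effect and ±100 for the full control effect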
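Seeding density was 200 cells/uL; after overnight-length (12 h) culture, 23 nL compounds went on for 24 h at 37 °C. Readout used a luciferase detection reagent, luminescence taken after 12 min at room temperature.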
GLP-1R agonist = qHTS of GLP-1 Receptor Agonists; Glucagon-like peptide 1 receptor (Homo sapiens), P43220; 380,000 compounds, 0.007% hits; AID 624172, 2012; Potency, µM (top dose mostly 45.6 µM), for the others: at the highest dose activation, hits mostly activators; HEK293 GLP-1R CRE-luciferase, luminescence, 4-6 h; cells express a hypersensitive GLP-1R form; note: % of control where 0% means no effect
* hit, by the source's call; u = inconclusive; x = no result given; [ ] = remark or other dose. Calls come from the whole dose curve; as a rule, active = well fitted curve in the direction sought with a large enough effect; inconclusive = small, poorly fitted or top-dose-only effect, or another doubt; inactive = no such curve, though single readings can be large; an effect the other way counts as inactive or inconclusive. Potency is the fitted concentration of half-maximal effect.

SMILES	KB-V1 MDR tox	HT1080 IDH1KD tx	HT1080NT lethal	SW480 rerep	GLP-1R inv ag	TDP-43 yeast inh	KB-3-1 cytotox	HEK293 tox	GLP-1R agonist
c1ccc2c(c1)[nH]c1nc(SCCN3CCOCC3)nnc12	-17%	-3%	-2%	-6%	26%	7%	-1%	50%[activator]	28%
CN(c1ccc(C(=O)NCCSCc2ccco2)cc1)S(C)(=O)=O	-9%	-12%	-15%	-1%	-1%	8%	-4%	-9%	-10%
COc1cc(OC)c(-n2cc(-c3ccc(Cl)cc3)[nH]c2=O)cc1Cl	-14%	11%	1%	1%	15%	-17%	20%	-23%	0%
O=C(NN=C1CCCC1)c1sc2ccccc2c1Cl	-20%	-9%	2%	3%	45%[activator]	-5%[0.397 µM]	0%	3%	9%
COc1ccccc1NC(=O)C(C/C=C(\C)Cl)C(C)=O (centres undefined)	0%	6%	15%	8%	-27%	-3%	6%	-29%	0%
O=C(C[C@@H]1C/C=C/CC[C@@H](Cc2ccc(F)cc2)C(=O)O[C@@H](c2ccccc2)CNC1=O)NCCO	16%	-1%	-16%	-1%	-20%	7%	18%	1%	-5%
CN1CCc2c(sc3nc(NN)n(Cc4ccccc4)c(=O)c23)C1	4%	10%	7%	-5%	15%	-9%[1.82 µM]	-28%	-28%	16%
CCc1c(C)sc(NC(=O)CCc2ccc(OC)cc2)c1C(N)=O	21µM*	-1%	2%	0%	0%	16%	1%	-13%	3%
C/C(=N\Nc1cc(-c2ccccc2)nc(-c2ccc(Br)cc2)n1)c1cccc(N)c1	15µM*	18µM*	11µM*	u	u	27%	2%	-27%	-14%
CC(C)(C(=O)c1ccccc1)/[N+]([O-])=C/c1ccc(F)cc1	14%	-20%	1%[9.24 µM]	-1%	-6%	-11%	-2%	-1%	-1%
CC(C)(C)NC(=S)NNC(=O)c1ccc2ncccc2c1	14%	-26%	-11%	-3%	-2%	2%	7%	-7%	6%
O=c1c2ccccc2ncn1-c1ccc2c(c1)OCCO2	u	10%	7%	-1%	5%	0%	0%	3%	-5%

Shown field by field: part of the list above.
> O=C(C[C@@H]1C/C=C/CC[C@@H](Cc2ccc(F)cc2)C(=O)O[C@@H](c2ccccc2)CNC1=O)NCCO
  KB-V1 MDR tox: 16%; HT1080 IDH1KD tx: -1%; HT1080NT lethal: -16%; SW480 rerep: -1%; GLP-1R inv ag: -20%; TDP-43 yeast inh: 7%; KB-3-1 cytotox: 18%; HEK293 tox: 1%; GLP-1R agonist: -5%

> CN1CCc2c(sc3nc(NN)n(Cc4ccccc4)c(=O)c23)C1
  KB-V1 MDR tox: 4%; HT1080 IDH1KD tx: 10%; HT1080NT lethal: 7%; SW480 rerep: -5%; GLP-1R inv ag: 15%; TDP-43 yeast inh: -9%[1.82 µM]; KB-3-1 cytotox: -28%; HEK293 tox: -28%; GLP-1R agonist: 16%

> CCc1c(C)sc(NC(=O)CCc2ccc(OC)cc2)c1C(N)=O
  KB-V1 MDR tox: 21µM*; HT1080 IDH1KD tx: -1%; HT1080NT lethal: 2%; SW480 rerep: 0%; GLP-1R inv ag: 0%; TDP-43 yeast inh: 16%; KB-3-1 cytotox: 1%; HEK293 tox: -13%; GLP-1R agonist: 3%

Going on with the list.
SMILES	KB-V1 MDR tox	HT1080 IDH1KD tx	HT1080NT lethal	SW480 rerep	GLP-1R inv ag	TDP-43 yeast inh	KB-3-1 cytotox	HEK293 tox	GLP-1R agonist
CC1Cc2ccccc2N1C(=O)C12CCC(C)(C(=O)C1)C2(C)C (centres undefined)	-4%	-3%	0%	18%	u	0%	2%	10%	8%
CSc1ncc(Cl)c(C(=O)NCc2ccc3c(c2)OCO3)n1	-17%	-5%	-1%	-2%	1%	-15%	0%	67%[activator]	7%
O=C(c1cc2cc([N+](=O)[O-])ccc2oc1=O)n1cccn1	44%	9%	0%	7%[1.84 µM]	-7%	x	6%	u	-2%
Cn1nnc(NC(=S)NC(=O)Cc2ccccc2)n1	-4%	13%	11%	-19%	9%	-16%	2%	u	4%
Cc1csc(NC(=O)c2cc3c(C)nn(Cc4ccccc4Cl)c3s2)n1	0%	u	u	u	u	0%	-8%	u	7%
O=S(=O)(/N=C(/Sc1ccccc1)c1ccccc1)c1ccccc1	-3%	-9%	2%	0%	-2%	-62%[inhibitor]	-21%	7%	-2%
COc1ccc(CCNC(=O)C2CCCN(c3ncccn3)C2)cc1 (centres undefined)	u	13%	5%	-3%	4%	-4%	5%	-13%	2%
CN(Cc1ccccc1)C(=O)c1ccccc1NC(=O)c1ccco1	u	2%	0%	-5%	-11%	0%	7%	17%	7%
Cc1c(Cl)cccc1-n1ncc(C(=O)N2CCc3ccccc3C2)c1C1CCN(C(=O)OC(C)(C)C)CC1	u	x	x	x	6%	12%	0%	-13%	x
CSc1nc2ccsc2c(=O)n1-c1ccccn1	-2%	9%	7%	-1%	2%	7%	-9%	-8%	-10%
Cc1nn2c(nc1=O)SCC(c1ccccc1)=N2	4%	-8%	-3%	-17%	15%	-13%	-9%	24%	11%
Cc1cc(=O)oc(C)c1C(=O)OC(C(=O)c1ccccc1)c1ccccc1 (centres undefined)	23µM*	-2%	-3%	4%	-2%	0%	-27%	-8%	4%
Cc1cc(Oc2ccc(=O)[nH]n2)nc(Cl)n1	-2%	13%	0%	-6%	17%	25%	-6%	3%	0%
Nc1cc(N2CCOCC2)c(Cl)cc1[N+](=O)[O-]	6.5µM*	16µM*	u	2%	16%	20µM*	-18%	-11%	14%
CSCCC(C(=O)Nc1c(C)cccc1C)N(Cc1ccccc1)Cc1ccccc1 (centres undefined)	u	u	u	x	u	2%	-16%	0%	1%
COc1ccc(CN2C(=O)C(CC(=O)NCc3cccs3)CC(C(=O)N3CCOCC3)=C2C)cc1 (centres undefined)	18%	11%	11%	x	3%	15%	3%	2%	4%
CCC(=O)Nc1nc(CC(=O)Nc2ccccc2)cs1	26µM*	-2%	1%	-2%	2%	-5%	-6%	28%	-8%
CN(Cc1ccccc1F)C(=O)c1sccc1-c1ccccc1	0%	0%	-9%	-2%	u	u	-13%	-1%	6%
COc1ccc(-c2sc3cc(OC)c(OC)cc3c2C#CCO)cc1	0%	u	-28%	3.3µM*	0%	-6%	0%	-13%	0%
NC1=NC[C@H](CC2CCCCC2)N1CCc1cc(C(F)(F)F)cc(C(F)(F)F)c1	u	u	u	-5%	u	-4%	u	-26%	-5%
COc1cc(NC(=O)CCS(=O)(=O)c2ccc3c(c2)CC(=O)N3C)cc(OC)c1OC	-1%	x	x	x	2%	-9%	-2%	-13%	x
O=C(C1CCN(S(=O)(=O)c2cccs2)CC1)N1CCN(c2ccccc2)CC1	6%	15%	15%	-19%	0%	-3%	-1%	6%	-1%
Cc1ccc(NC(=O)CS(=O)CC(=O)NCCCN(C)c2ccccc2)cc1 (centres undefined)	-4%	8%	14%	5%	1%	4%	-4%	-1%	1%
O=C(c1ccco1)N1CCN(S(=O)(=O)c2ccc3c(c2)CCN3C(=O)C2CC2)CC1	-17%	-17%	-1%	1%	54%[activator]	3%	4%	7%	16%
CCC1CCCCN1C(=O)CCS(=O)(=O)c1ccccc1 (centres undefined)	10%	8%	8%	-8%	-13%	-8%	3%	-16%	6%
O=C(COc1ccc(Br)cc1Cl)NC(=S)Nc1ccccn1	26%	5%	29%	3%	-2%	3%	-23%	-5%	-1%
CCOc1ccc(S(=O)(=O)N2CCCC(C(=O)N3CCOCC3)C2)cc1C (centres undefined)	u	0%	-1%	10%	-23%	-2%	-20%	0%	-1%
COc1ccccc1CNc1ccc(N2CCOCC2)c(C(=O)O)c1	3%	1%	-1%	1%	0%	-14%	1%	1%	-3%
CN(C(=S)NC(=O)c1ccccc1Br)C1CCCCC1	u	2.2µM*	1.6µM*	5.8µM*	10µM*	-2%	-13%	u	3%
COC(=O)CN(n1cnnc1)S(=O)(=O)c1ccc(C)cc1	5%	-6%[9.24 µM]	0%	-3%	-23%	-10%	9%	-8%	7%
Cc1ccc(S(=O)(=O)N2CCN(C(=O)CSc3nc4ccccc4c(=O)[nH]3)CC2)c(C)c1	-3%	-12%	-10%	1%	-17%	-2%	-4%	-15%	0%
Cc1[nH]c(=S)c(C#N)c(-c2ccccc2)c1C(=O)Nc1ccccc1	u	1%	-2%	-7%	15%	21%	12%	4%	0%
Cc1c(C(=O)N(Cc2ccco2)Cc2cccs2)oc2ccccc12	16µM*	8%	2%	-5%	u	-4%	-6%	-1%	-9%
Cc1ccc(-n2ccnc(SCC(=O)NC3CCCC3)c2=O)cc1F	-22%	21%	0%	0%	-25%	17%	-5%	-12%	-12%
CC(=O)N1CCOc2cc(S(=O)(=O)N(C)Cc3ccccc3)c(Cl)cc21	u	x	x	x	-5%	12%	2%	2%	-3%
COCCCNCCOCCOc1ccc(C)cc1[N+](=O)[O-]	-7%	-8%	5%	-42%[inhibitor]	0%	2%	12%	5%	3%
Cc1ccc(S(=O)(=O)NCC(C)n2nc(C)nc2C)cc1 (centres undefined)	1%	1%	-6%	-5%	2%	-16%	u	0%	0%
Cc1ccccc1C(=O)Nc1ccc(Br)c(C)n1	11%	1%	-2%	13%	-25%	27%	6%	67%[activator]	6%
O=C(CN1C(=O)c2ccccc2S1(=O)=O)N1CCc2ccccc2C1	10%	1%	-2%	-2%	u	-4%	-9%	78%	-4%
O=C(CSc1ncnc2ccccc12)N1CCCC1	-5%	-5%	-3%	13%	-4%	-19%	-21%	2%	-5%
N#C/C(=C/c1ccc(C(=O)O)cc1)C(=O)NCc1ccccc1	1%	2%	-10%	-2%	0%	-14%	-1%	-3%	-17%
